Mcl1-Noxa inh: Mcl-1/Noxa binding inhibitors, primary screen, biochemical, TR-FRET, 1536-well; inhibition, % at 21.7 µM; AID 1022, 2008; Induced myeloid leukemia cell differentiation protein Mcl-1 (Homo sapiens), Q07820; 220,000 tested, 1.5% active; TR-FRET Mcl-1/Noxa peptide binding, 2 h;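 active means compounds that cut the protein-peptide binding signal by more than 50% relative to plate controls in a single-dose test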;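 further: His-tagged Mcl-1 with rhodamine Noxa BH3 peptide and terbium anti-His antibody; 0% = Mcl-1 plus Noxa peptide wells and 100% = peptide-only wells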
Target sequence (Q07820 whole entry, looked up): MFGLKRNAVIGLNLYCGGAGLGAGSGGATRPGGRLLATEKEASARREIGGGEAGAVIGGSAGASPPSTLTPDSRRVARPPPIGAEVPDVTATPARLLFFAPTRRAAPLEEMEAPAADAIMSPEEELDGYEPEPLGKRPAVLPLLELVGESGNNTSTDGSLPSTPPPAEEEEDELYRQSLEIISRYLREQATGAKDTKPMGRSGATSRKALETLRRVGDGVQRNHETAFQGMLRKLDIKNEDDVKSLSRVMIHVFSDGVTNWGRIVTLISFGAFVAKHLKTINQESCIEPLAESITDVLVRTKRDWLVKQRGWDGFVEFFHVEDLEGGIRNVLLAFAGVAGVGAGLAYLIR
Bim-Mcl-1: inhibitors of Bim peptide binding to Mcl-1, primary screen, biochemical, bead-based flow cytometry, multiplex | 190,000 tested, 0.1% active | Bim peptide-Mcl-1 binding | inhibition, % at 10 µM | AID 1009, 2008 | Induced myeloid leukemia cell differentiation protein Mcl-1 (Homo sapiens), Q07820; in the data active means inhibition above about 40%;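 further: 0% = no compound tracer wells and 100% = peptide blocker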
Rab7 wt GTP bind: modulators of GTP binding to Rab7, primary screen, biochemical, wildtype, multiplex bead flow cytometry. GST-Rab7 beads, fluorescent GTP binding; actives lie on both sides; untreated = 100%, excess cold GTP = 0%. GTP binding activity (percent of control), % at 10 µM. 190,000 tested, 0.055% active;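 active means fluorescent GTP binding to Rab7 beads changed by at least 20 points from the 100% baseline, either direction, mostly lower; inconclusive means compound itself probably fluorescent, or too few beads counted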;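 further: median green fluorescence of bound Bodipy-FL-GTP per Rab7 bead population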
Pf gametocyte: late stage P. falciparum gametocyte viability inhibitors, primary screen, ATP luminescence, HTS. P. falciparum stage V gametocytes, 24 h. inhibition, % at 10.9 µM. 150,000 tested, 0.065% active;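 active means inhibition above the mean plus 3 SD of compounds within the control limits, set per campaign, cut at about 38% in these data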;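 further: 0% = DMSO wells and 100% = medium only without gametocytes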
Mcl1-Bid inh: Mcl-1/Bid binding inhibitors, primary screen, biochemical, TR-FRET, 1536-well; TR-FRET Mcl-1/Bid-Dy647 peptide binding; inhibition, % at 21.7 µM; 220,000 tested, 0.97% active;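 active means compounds that cut the binding signal by more than half at the single screening dose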;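 further: His-tagged Mcl-1 with europium anti-His antibody binding Bid BH3 peptide; 0% = Mcl-1 plus peptide wells and 100% = peptide-only wells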
Rac1 mut GTP: GTP binding modulators of activated mutant Rac1, primary screen, biochemical, bead-based flow cytometry, multiplex, fluorescent GTP. GST-Rac1 activated beads; actives lie on both sides; 100% means binding = to untreated wells. percent activity (GTP binding), % at 10 µM. 190,000 tested, 0.11% active;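 active means GTP binding at least 20 percentage points away from the 100% baseline, in either direction, so actives lie on both sides; inconclusive means Compound likely fluorescent itself, or too few beads counted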
HRas wt GTP: modulators of GTP binding to HRas wildtype, primary screen, biochemical, bead-based flow cytometry, multiplex | GTPase HRas (Homo sapiens), P01112 | GST-Ras wt beads, Bodipy-FL-GTP binding; actives lie on both sides | GTP binding activity, % at 10 µM | 190,000 tested, 0.14% active | AID 759, 2007;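 active means GTP binding activity at least 20% away from the 100% baseline, either lowered as inhibitor or raised as activator; inconclusive means flagged as likely green fluorescent, judged across all proteins in the well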;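 further: 0% = unlabeled GTP competition control and 100% = no-compound control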
Target sequence (P01112 whole entry, looked up): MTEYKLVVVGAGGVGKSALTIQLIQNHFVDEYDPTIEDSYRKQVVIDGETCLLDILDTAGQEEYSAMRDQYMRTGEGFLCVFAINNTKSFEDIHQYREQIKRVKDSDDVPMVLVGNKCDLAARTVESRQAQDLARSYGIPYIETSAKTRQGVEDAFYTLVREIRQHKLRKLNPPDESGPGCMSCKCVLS
Rab2 wt GTP: modulators of GTP binding to Rab2A wildtype, primary screen, biochemical, dog, bead-based flow cytometry, multiplex. Ras-related protein Rab-2A (Canis lupus familiaris), P61105. GST-Rab2 wt beads, Bodipy-GTP binding. GTP binding activity, % at 10 µM. 190,000 tested, 0.19% active. AID 760, 2007;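 active means GTP binding activity at least 20 points away from 100%, either lowered or raised; inconclusive means signal likely due to the compound's own green fluorescence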;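 further: 0% = beads with excess unlabeled GTP and 100% = no-compound control corrected for plate trend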
Rac1 wt GTP bind: wildtype Rac1 GTP binding modulators, primary screen, biochemical, GST-Rac1 beads, flow cytometry, multiplex; GTP binding activity (% of control), % at 10 µM; fluorescent GTP binding; actives lie on both sides; 0 = cold GTP competed, 100 = untreated; Ras-related C3 botulinum toxin substrate 1 (Homo sapiens), P63000; AID 757, 2007; 190,000 tested, 0.27% active;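 active means GTP binding activity at least 20 points away from the 100% control level, either lower or higher; inconclusive means compound flagged as likely green fluorescent, judged across all proteins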
Cdc42 wt: modulators of GTP binding to wildtype Cdc42, primary screen, biochemical, multiplex bead flow cytometry, Bodipy-GTP; Cell division control protein 42 homolog (Homo sapiens), P60953; GST-Cdc42 beads; actives lie on both sides; percent activity (GTP binding), % at 10 µM; 190,000 tested, 0.2% active;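 active means percent activity GTP binding at least 20 points away from the 100% baseline, either down as inhibitor or up as activator; inconclusive means compound flagged as likely green fluorescent from well-wide comparison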;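 further: median bead fluorescence of bound Bodipy-FL-GTP at 100 nM; 0% = excess unlabeled GTP control and 100% = no compound control; below 100% means less GTP binding so inhibitor and above means activator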
Target sequence (P60953 whole entry, looked up): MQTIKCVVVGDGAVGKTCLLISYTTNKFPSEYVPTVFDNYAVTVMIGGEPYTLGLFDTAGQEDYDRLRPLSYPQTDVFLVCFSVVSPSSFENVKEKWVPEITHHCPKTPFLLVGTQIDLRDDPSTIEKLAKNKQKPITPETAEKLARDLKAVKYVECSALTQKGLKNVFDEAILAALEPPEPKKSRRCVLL
Avidin fluor: green autofluorescence of compounds with avidin beads – biophysical, 488/530 nm, flow cytometry, artefact control, profiling panel; fluorescence (KMESF) at 10 µM; compound fluorescence 488/530 nm; hits give high values; 220,000 tested, 0.38% active; in the data active means fluorescence above about 47; further: inactives centre near 10
* = called active by the depositor; ? = inconclusive; / = no result given. Hits appear at their usual frequency; overall some 2.7% were active at least once.

SMILES	Mcl1-Noxa inh	Bim-Mcl-1	Rab7 wt GTP bind	Pf gametocyte	Mcl1-Bid inh	Rac1 mut GTP	HRas wt GTP	Rab2 wt GTP	Rac1 wt GTP bind	Cdc42 wt	Avidin fluor
CC1(C)CC(=O)C2=C(C1)OC(N)=C(C#N)C21CCC2(CC1)OCCO2	17	-3	?	/	-19	?	?	?	?	?	11
Cn1c(=O)cc(SCC(=O)Nc2ccc3c(c2)OCO3)c2ccccc21	14	-3	99	/	-20	97	96	99	103	101	13
Cc1ccccc1N(C(=O)c1csnn1)C(C(=O)NC(C)(C)C)c1ccncc1 (centres undefined)	4	1	102	/	-20	98	99	98	101	97	10
N=c1c2c3c(sc2nc2n1CCC2)CCCC3	12	0	100	0	-18	99	101	99	98	100	7
O=C(Nc1nnc(-c2ccccc2)o1)c1cccc(N2C(=O)CCC2=O)c1	9	-3	96	8	-21	96	98	94	97	98	3
Nc1nc(N2CCCCC2)nc(N2CCCCC2)n1	13	6	?	/	3	?	?	?	?	?	12
NC(=O)c1ccccc1NC(=O)Nc1cccc2ccccc12	15	-5	109	-10	-13	101	101	101	101	102	11
CC(C)C(=O)Nc1ccc(-c2ccc3nncn3n2)cc1	20	0	97	-8	-16	94	95	97	98	97	8
Cc1nc(=O)c(-c2ccccc2)c(C)n1CCCO	-6	0	103	/	-17	100	104	103	103	103	13
CCc1ccc(-c2ccc(SCc3ccccn3)nn2)cc1	-2	1	108	/	-23	95	99	98	101	96	6
Nc1c(C(=O)O)sc2nc(-c3ccccc3)c3c(c12)CCCC3	28	-10	98	-38	-51	98	96	99	99	95	17
COC(=O)c1cc(NC(=O)CN(c2ccc(OC)cc2)S(=O)(=O)c2ccc(F)cc2)ccc1Cl	12	-1	99	/	6	97	101	97	100	101	/
CCOC(=O)N1CCN(c2c(NCCCN(CC)c3cccc(C)c3)c(=O)c2=O)CC1	25	-1	101	5	-104	99	105	101	103	104	11
O=C1C(c2ccc(F)cc2)N(Cc2ccc3c(c2)OCO3)C(=O)CN1C1CCCCC1 (centres undefined)	-6	-1	100	/	-10	97	102	100	100	102	26
Fc1ccccc1N1CCN(Cc2cccnc2)CC1	13	-3	98	13	43	100	103	102	107	104	12
C=C(C)CSc1nnc(-c2ccccc2)n1N	-29	0	96	12	-20	91	92	90	90	89	28
Cn1c(CO)c(-c2ccccc2)c2cc([N+](=O)[O-])ccc21	14	-2	103	2	7	98	99	100	101	97	4
O=C(COc1ccccc1/C=C1\SC(=O)NC1=O)Nc1ccc(F)cc1	-4	3	105	-6	-48	90	90	89	90	85	11
O=S1(=O)C=CC(Sc2nc3ccccc3[nH]2)C1 (centres undefined)	24	0	98	-22	17	102	104	103	112	108	5
O=C(CCC1N=C2c3ccccc3N=C(SCc3cccc(Cl)c3)N2C1=O)NCc1ccco1 (centres undefined)	6	-1	103	18	-10	100	104	104	105	103	33
Cc1ccc(S(=O)(=O)N2CCC(C(=O)NNS(=O)(=O)c3ccc(Cl)cc3)CC2)cc1	15	2	96	-6	8	97	97	97	100	99	23
CC1Cc2ccccc2N1C(=O)c1cccnc1 (centres undefined)	8	-2	97	29	-8	94	97	98	96	94	9
CC(C)C(O)(C#CCN1CCCCCC1)c1ccccc1 (centres undefined)	7	-2	99	/	-1	102	102	102	98	101	9
Cc1ccccc1NC(=S)NC(=O)CCc1ccccc1	-8	0	97	/	-19	99	96	97	99	96	5
Cc1ccccc1Cn1ccc(NC(=O)c2cnn3cccnc23)n1	7	-1	101	-61	9	102	103	103	105	106	39
Cc1cc(N/N=C/c2ccc(O)cc2)nc(NS(=O)(=O)c2ccccc2)n1	53*	7	89	-12	-11	91	83	81	86	96	23
O=C(NCc1ccccc1Cl)c1ccc[nH]1	-4	0	96	/	-25	94	96	93	99	96	6
CCOc1ccccc1/C=N/NC(=O)Cc1csc(Nc2cccc(C(F)(F)F)c2)n1	5	-3	102	/	-27	99	101	103	102	101	8
COc1ccc(-c2cc(-c3ccccc3O)[nH]n2)cc1OC	13	0	104	-13	-33	101	105	104	107	106	11
C/C(N)=C(/C#N)C(=O)COC(=O)c1cc(-c2cccc3ccccc23)nc2ccccc12	-7	-2	99	/	-12	93	97	96	97	96	6
CCOC(=O)c1ccc(NC(=O)C(=O)NCc2ccco2)cc1	7	1	96	5	-1	98	97	97	98	97	11
O=C(O)CC(C(=O)Nc1ccc(Cl)c(Cl)c1)C1CCCO1 (centres undefined)	16	-4	96	19	-7	97	96	96	98	98	31
O=C1NC2(CCN(Cc3ccccc3)CC2)Oc2ccccc21	19	1	90	-1	-47	96	94	94	96	95	5
Cc1ccccc1OCCn1c(=O)sc2ccccc21	-10	-2	94	1	-1	96	98	99	104	99	21
O=Nc1ccc(NOC(=O)c2ccc(Br)cc2)cc1	2	-4	95	/	28	97	98	98	99	100	15
CCCCCc1ccc(-c2nnc(N)s2)cc1	3	-2	102	-8	-4	97	101	99	99	97	11
COc1ccc(C2=NN(C(N)=S)C(c3ccccc3)C2)cc1 (centres undefined)	17	0	102	/	-34	94	97	96	99	96	3
CCc1nn(CC(=O)Nc2ccc(Br)c(C)c2)c(=N)s1	8	0	103	15	-28	94	98	98	95	96	12
COC(=O)c1c(NC(=O)c2ccccc2)sc2c1CC(C)(C)NC2(C)C	-1	2	104	/	3	95	95	96	99	94	6
Cc1nnc(SCc2ccc(CC(=O)O)cc2)o1	6	-6	95	/	7	100	103	102	102	106	5
Cc1ccc(Cc2nnc3n(-c4ccccc4)nc(C(=O)c4ccccc4)n3c2=O)cc1	-22	-37	95	-4	6	102	100	99	103	98	4
COc1ccc2[nH]c(=O)c(CN(CCCN(C)C)C(=O)Nc3ccc(F)cc3)cc2c1	7	-2	95	/	-10	97	101	100	100	102	16
COc1ccc(NC(=O)CCSc2nnc(C)s2)cc1	5	0	93	/	-3	94	93	92	93	90	29
O=C(CSCc1ccccc1)Nc1cccc(F)c1	0	-2	95	-19	0	97	97	97	101	99	22
O=C(CSc1ccc(-c2ccco2)nn1)NCc1ccccc1Cl	18	-4	97	2	-15	98	98	100	100	98	15
CCOCCCNC(=O)CN(c1cc([N+](=O)[O-])ccc1OC)S(C)(=O)=O	-1	-2	96	/	24	97	93	96	98	97	9
C=CCOC(=O)COc1ccc2c(C)c(C)c(=O)oc2c1C	10	-4	102	-31	-8	99	99	99	105	97	29
Cc1cc(Nc2ccc3c(c2)OCCO3)c2cc(Cl)ccc2n1	15	0	?	/	-47	?	?	?	?	?	7
COc1ccccc1N1CCN(C(=O)/C=C/c2ccc3c(c2)OCO3)CC1	11	0	87	/	-34	101	102	103	104	107	12
CC(=O)Nc1c(Br)cc(N2C(=O)CCC2=O)cc1Br	-2	-2	103	/	-9	97	99	100	104	101	7
Other records
SMILES	Mcl1-Noxa inh	Bim-Mcl-1	Rab7 wt GTP bind	Pf gametocyte	Mcl1-Bid inh	Rac1 mut GTP	HRas wt GTP	Rab2 wt GTP	Rac1 wt GTP bind	Cdc42 wt	Avidin fluor
O=C(CCc1ccccc1)OCC(=O)c1ccc(Br)cc1	7	-2	94	-2	-4	96	98	95	100	100	3
O=S(=O)(c1ccc(F)cc1)N1CCC(N2CCCCCC2)CC1	27	-3	99	/	35	104	103	103	109	104	13
Cc1ccc(-n2ncc3c(NCCCN4CCOCC4)ncnc32)c(C)c1	17	0	99	/	-24	98	101	102	106	104	10
O=C1N=C(c2ccccc2)C(c2ccccc2)N1 (centres undefined)	-1	0	98	-7	-47	102	102	100	108	105	/
CCOc1ccc(CCNC(=O)c2cc3c(C)nccc3[nH]c2=O)cc1OCC	12	-1	104	3	-33	95	95	95	96	94	9
COc1cc(/C=N/NC(N)=O)ccc1OC(=O)c1ccc(C)cc1	7	-1	97	/	-10	99	97	98	102	100	8
CC(=O)Nc1cccc([N+](=O)[O-])c1	-2	0	100	5	-19	96	100	104	101	103	11
O=C(O)c1ccc(CNCc2ccccc2Cl)cc1	6	-1	100	-4	11	98	102	102	101	104	7
Cc1cc2nc(-c3ccc(NC(=O)c4cccnc4)cc3)oc2cc1C	30	5	92	/	0	95	95	94	95	96	12
Cc1c(NC(=O)c2ccc(C(C)(C)C)cc2)cccc1[N+](=O)[O-]	3	0	101	8	-44	101	104	98	105	99	0
CCN(CC)C(=O)NC1CC2CCCC(C1)N2Cc1ccccc1 (centres undefined)	-6	-3	97	-32	-9	98	101	102	106	102	16
CCn1nc(C(=O)NC2=NCCS2)c2ccccc2c1=O	2	-6	102	/	-14	100	105	105	106	105	6
C=CCNC(=O)c1onc(CSc2cc(C)cc(C)c2)c1C(=O)O	6	0	96	/	-2	91	96	93	96	93	10
Cc1cc(C)cc(NC(=O)C(=O)NCC2CCCO2)c1 (centres undefined)	6	-3	90	14	-29	93	94	94	93	93	11
O=C(C1CCCCN1S(=O)(=O)c1ccc(F)cc1)N1CCN(c2ccccc2F)CC1 (centres undefined)	7	-4	100	/	-3	100	100	99	103	101	12
O=C(c1ccc2c(c1)OCO2)C1CCCN(Cc2ccc3nsnc3c2)C1 (centres undefined)	-9	3	105	-13	-29	96	102	100	100	100	12
COc1ccc(-c2[nH]ncc2CNC(C)CCn2cccn2)c(F)c1 (centres undefined)	-1	-2	95	-6	-56	91	90	93	88	91	7
Cc1ccc2nc(NC(=O)CNS(=O)(=O)c3ccc(Br)s3)sc2c1	-12	-3	94	-6	-19	92	94	93	97	95	5
O=C(N/N=C/c1cc([N+](=O)[O-])ccc1O)C1C2CCCCC21 (centres undefined)	-31	0	101	/	-56	92	95	95	93	90	11
COc1ccc(C(=O)/C=C(/C)N(C)C)cc1	-35	-1	97	6	-19	100	100	99	100	103	32
CCOc1ccc(/C=N/NC(=O)CN2CCSCC2)cc1	22	-4	99	-3	-10	104	102	105	103	99	4

Compound activity from PubChem.
